HTR1E agonist – 5-HT1E receptor agonists, primary screen, cell-based, HTS | activation, % at 6 µM | 5-hydroxytryptamine receptor 1E (Homo sapiens), P28566 | CHO 5-HT1E Ga15 NFAT-bla reporter, FRET; 0% DMSO wells, 100% control agonist wells | actives 0.69% (n = 65,000) | AID 574, 2007;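 active = activation above a set limit, the screen-wide mean activation plus 3 SD, cut at about 8.5% in these data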;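 also: 100% = positive control agonist at 1 µM giving full maximal response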
Target sequence (P28566 whole entry, looked up): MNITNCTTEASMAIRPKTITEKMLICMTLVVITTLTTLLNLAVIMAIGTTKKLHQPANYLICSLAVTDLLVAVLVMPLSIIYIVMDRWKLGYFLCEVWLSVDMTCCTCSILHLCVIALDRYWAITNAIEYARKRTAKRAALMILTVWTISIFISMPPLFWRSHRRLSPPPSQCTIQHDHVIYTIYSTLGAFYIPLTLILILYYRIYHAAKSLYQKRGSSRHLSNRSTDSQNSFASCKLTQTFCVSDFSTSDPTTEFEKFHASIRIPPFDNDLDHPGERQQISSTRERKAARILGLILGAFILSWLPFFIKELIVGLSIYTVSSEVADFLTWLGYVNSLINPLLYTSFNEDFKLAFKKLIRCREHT
Jurkat viability – cytotoxicity toward Jurkat T cells, primary screen, cytotoxicity control, cell-based, Jurkat E6.1, 60K MLSMR library; Jurkat E6.1 viability, ATP luminescence, 48 h; inhibition, % at 4 µM; actives 1.2% (n = 56,000); AID 463, 2006;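 active = inhibition above the mean inhibition of all tested compounds plus 3 SD, cut at about 28% in these data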
S1P1 ag pot – S1P1 agonists and agonism potentiators, primary screen, cell-based, primary and confirmation screens, CRE-bla reporter. activation, % at 9.5 µM. AID 449, 2006. actives 0.57% (n = 56,000). Sphingosine 1-phosphate receptor 1 (Homo sapiens), P21453. S1P1 CRE-bla cells, forskolin, beta-lactamase FRET, potentiator mode; S1P1 agonist co-added at EC20, 2 nM; 100% = saturating reference agonist, 0% = basal;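 active = activation above a cutoff set at the mean activation of all tested compounds plus 3 SD, cut at about 54% in these data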;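 also: forskolin at 4 µM as EC80 and the EC20 agonist is SEW2871; 100% = SEW2871 at its EC100 plus forskolin at EC80; some compounds past the cut are filed as inactive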
D1 allo mod – D1 CRE-luciferase signal change, two-sided – cell-based, HEK293 D1, dopamine EC30, D1 allosteric modulator project, primary screen; D(1A) dopamine receptor (Homo sapiens), P21728; dopamine EC30 potentiation; actives deviate in either direction; B-score at 10 µM; actives 5.9% (n = 58,000);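 active = luminescence count or its row- and column-corrected plate score outside the 99.7% band of the plate's sample wells, on either side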
5HT1a ag – human 5-HT1a receptor agonists, primary screen, cell-based, CHO, Ga15 NFAT-bla reporter | actives 0.56% (n = 65,000) | AID 567, 2006 | activation, % at 10 µM | CHO 5-HT1a Ga15 NFAT-bla reporter, FRET ratio; 0% basal, 100% maximal reference agonist | 5-hydroxytryptamine receptor 1A (Homo sapiens), P08908;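 active = activation above the screen-wide mean activation plus 3 SD, cut at about 19% in these data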;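 also: 0% = DMSO wells and 100% = 5-CT at EC100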
S1P3 ag – human S1P3 receptor agonists, primary screen, cell-based, primary and confirmation, NFAT-BLA reporter; S1P3 NFAT-BLA reporter cells, agonism, FRET ratio; relative to 1 µM S1P, basal subtracted; activation, % at 4.5 µM; actives 0.1% (n = 60,000);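 active = activation above the screen-wide mean plus 3 SD, cut at about 4.5% in these data, passing the limit was not always enough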; also: some compounds called inactive have numbers as strong as hits
Target sequence (Q99500 whole entry, looked up): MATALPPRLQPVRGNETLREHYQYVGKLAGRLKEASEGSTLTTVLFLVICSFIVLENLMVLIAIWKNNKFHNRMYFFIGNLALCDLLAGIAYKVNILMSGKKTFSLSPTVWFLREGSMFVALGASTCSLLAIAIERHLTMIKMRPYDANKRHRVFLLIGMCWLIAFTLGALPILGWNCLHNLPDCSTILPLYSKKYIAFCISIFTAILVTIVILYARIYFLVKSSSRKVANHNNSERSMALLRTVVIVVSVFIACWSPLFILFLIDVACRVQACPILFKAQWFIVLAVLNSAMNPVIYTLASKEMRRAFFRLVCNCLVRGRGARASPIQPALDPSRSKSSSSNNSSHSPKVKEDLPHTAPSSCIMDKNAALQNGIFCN
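Material: Human S1P3 NFAT-BLA reporter CHO cells | Incubation: Overnight plating, 4 h compound 37 °C, 2 h substrate RT | Signal: FRET β-lactamase substrate fluorescence, excitation 405 nm, 460/535 nm emission ratio, background-subtracted | Compound: 4.5 µM final, single dose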
HEK293 NFkB inh – inhibitors of PMA/ionomycin-induced NF-kB reporter, primary screen, antigen receptor NF-kB inhibitor project, cell-based, HEK-293 luciferase reporter, luminescence; actives 0.21% (n = 62,000); inhibition, % at 3 µM; AID 465, 2006; HEK-293 NF-kB luciferase reporter;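 active = inhibition above the mean of all tested compounds plus 3 SD, cut at about 40% in these data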;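 also: 0% = stimulated DMSO wells and 100% = 10 µM reference inhibitor 5653914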
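System – HEK-293 cells with stable firefly luciferase reporter driven by four HIV NF-kB elements · Doses – one dose, 3 µM · Schedule – 1 h compound pre-incubation, 16 h PMA/ionomycin at 37 °C · Technique – luminescence from luciferase substrate reagent · Measure – percent inhibition normalized per plate to DMSO and reference-inhibitor controls · Replicates – tested once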
HTR1E antagonist – 5-HT1E receptor antagonists, primary screen, cell-based, HTS | AID 571, 2007 | actives 0.99% (n = 65,000) | 5-hydroxytryptamine receptor 1E (Homo sapiens), P28566 | CHO 5-HT1E Ga15 NFAT-bla reporter, FRET, antagonist | inhibition, % at 6 µM;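 active = inhibition above a set limit, the mean inhibition across every tested compound plus 3 SD, cut at about 29% in these data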;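 also: signal is the 460 over 535 nm emission ratio of beta-lactamase substrate; 0% = agonist plus DMSO wells and 100% = wells without agonist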
5HT1a antag – human 5-HT1a receptor antagonists, primary screen, cell-based, CHO, Ga15 NFAT-bla reporter; 5-hydroxytryptamine receptor 1A (Homo sapiens), P08908; CHO 5-HT1a Ga15 NFAT-bla reporter, antagonist mode; inhibition, % at 10 µM; actives 0.68% (n = 62,000);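 active = inhibition above the mean of all tested compounds plus 3 SD, cut at about 43% in these data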;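 also: receptor stimulated by 5-CT agonist at 100 nM near EC80; beta-lactamase reporter measured by ratiometric fluorescence of a cleavable substrate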
* = called active by the depositor; . = no result given.

SMILES	HTR1E agonist	Jurkat viability	S1P1 ag pot	D1 allo mod	5HT1a ag	S1P3 ag	HEK293 NFkB inh	HTR1E antagonist	5HT1a antag
COc1ccccc1NC(=O)CC(NCc1ccccc1)C(=O)O (stereo not drawn)	-0.2	-2	-7	-0.7	-4.0	-1.0	4	4	12
O=C(CCn1c(=O)sc2ccccc21)NCCC1=CCCCC1	-0.5	-2	-1	-0.78	-2.3	-0.1	10	-2	-9
CCOc1cccc(C=Nc2cc(C)cc(C)c2O)c1O	0.2	-5	-32	-3.8*	-4.0	-1.5	7	-13	4
COc1ccc(OCCNC(=O)c2ccccc2OCC(=O)N2CCCCC2)cc1	-0.8	5	.	-0.2	-0.7	0.2	7	-4	-2
CCOC(=O)c1c(C)[nH]c(C(=O)CN2CCOCC2)c1C	-1.0	.	.	.	-0.6	.	14	3	-8
CCc1c(C(=O)Nc2nnc(C3CC3)s2)csc1C	-0.6	3	-22	-0.27	0.2	-0.9	-19	7	4
COc1cc(S(=O)(=O)N2CCC(O)(c3cccc(C(F)(F)F)c3)CC2)ccc1-n1cnnn1	-0.3	.	.	0.57	0.1	.	6	7	-4
C=C(C)C1CCC(C)=C1CC(C)(C)/C=N\n1cnnc1 (stereo not drawn)	0.8	23	36	.	-0.8	-1.5	28	17	8
O=C(Nc1ccccc1)OCCOc1ccccc1	-1.3	0	-9	0.024	-2.8	-1.1	-31	10	5
CN1C(=O)/C(=C2/C=Cc3ccccc3N2CCCS(=O)(=O)O)SC1=S	-0.7	-3	7	0.23	-1.2	-0.2	5	0	-13
CC(CCc1ccccc1)NC(=O)C1CCN(S(=O)(=O)c2cnc[nH]2)CC1 (stereo not drawn)	1.4	1	-2	0.047	-1.6	-0.5	18	-1	-9
CCOC(=O)C1C(=O)NC(SCC(=O)OC)=C(C#N)C1c1ccccc1OCC (stereo not drawn)	0.6	-4	12	-0.92	1.6	0.8	16	0	0
COc1ccccc1N1CCN(C(=O)C2CCN(S(=O)(=O)N3CCOCC3)CC2)CC1	0.2	1	-2	-0.09	-2.5	-0.4	11	-2	-2
OC1CCN(c2ncnc3nc[nH]c23)CC1	0.7	1	6	1.5	-2.0	-0.1	18	0	0
COc1cccc(NC(=O)CN2CCN(c3ccc(F)cc3)CC2)c1	-1.4	-2	-5	0.61	-1.3	0.8	-8	-3	-2
O=C1Nc2ccccc2C1=Nc1ccc(-c2nnc3n2CCCCC3)cc1	-1.1	-4	5	-0.34	-1.8	0.6	13	-9	27
COc1ccc(C2C3=C(Nc4ncnn42)c2ccccc2CC3)cc1OC (stereo not drawn)	0.8	9	-8	0.91	-1.1	-0.5	21	1	14
Cc1cccn2c(=O)c3cc(C#N)c(=N)n(Cc4ccncc4)c3nc12	0.8	.	-43	0.72	0.8	1.7	.	-2	.
Cc1cc(NCCCN2CCOCC2)n2ncc(-c3ccc(Cl)cc3)c2n1	-0.6	2	-15	-1.4	0.1	-0.5	-2	9	8
Cc1c(C(Nc2ccccn2)c2ccc(Cl)cc2)c(=O)n(-c2ccccc2)n1C (stereo not drawn)	-0.8	-1	-3	-0.32	-1.9	0.5	6	-9	8
O=C(c1cccs1)N1CCN(Cc2nc3ccccc3c(=O)[nH]2)CC1	1.3	.	.	-0.41	0.9	.	-2	-8	-1
C=CCn1c(C)cc(C(=O)CSc2nnc(-c3cccc(S(=O)(=O)N(CC)CC)c3)o2)c1C	0.5	5	-18	1.6	2.5	-1.3	22	4	-3
CC1Cc2ccccc2N1C(=O)CCNS(=O)(=O)c1ccc2c(c1)CCC(=O)N2 (stereo not drawn)	-1.3	-7	1	0.28	-2.4	-0.2	12	4	3
COc1ccc(CN2CC(C(=O)NCCC3=CCCCC3)CC2=O)cc1 (stereo not drawn)	0.5	2	0	0.056	-0.1	-0.9	9	2	0
CCN(CC)C(=O)c1sc(N)c(C#N)c1C	-0.7	-9	-31	-0.23	-3.8	-0.3	18	-1	3
CC(C)NC(=O)CCNS(=O)(=O)c1ccc(Br)cc1	-0.7	-4	-5	0.035	-2.1	0.7	-2	-8	-3
O=C(O)CN(c1ccc(F)cc1)S(=O)(=O)c1ccc2c(c1)OCCO2	-0.3	7	-13	0.61	1.5	-2.0	8	-6	2
Cc1cccc(C)c1NC(=O)CSc1nnc(Cn2nnc(-c3ccccc3)n2)n1-c1ccccc1	-0.2	10	1	0.35	3.2	-1.8	7	18	9
COc1cc(-c2cc(C(=O)O)c3c(OC)c(OC)c(OC)cc3n2)ccc1O	-1.6	-2	-28	-1.4	-5.6	0.6	15	-6	0
Cn1nnnc1P(=O)(c1ccccc1)c1ccccc1	-0.8	.	.	-0.31	-1.7	.	13	-2	-3
CCOC(=O)CSc1nc2sc(C(=O)O)c(C)c2c(=O)[nH]1	1.1	-9	-20	.	0.7	-1.3	10	5	1
CC(C)(C)N(Cc1ccccc1)C(=O)CSc1nnc(CNc2ccc(F)cc2)o1	-0.5	.	.	-0.11	-2.4	.	14	21	-12
O=C(CN1CCN(CC(=O)Nc2ccccc2C(F)(F)F)CC1)Nc1ccccc1F	-0.9	-2	-28	0.67	-3.6	-0.5	4	-15	0
COC(=O)c1sc(NC(=O)C2CCCO2)c(C(=O)OC)c1C (stereo not drawn)	0.9	4	.	.	1.4	-0.6	1	-4	-14
CCOc1ccc(Nc2nc(NCCN3CCOCC3)nc(OC)n2)cc1	0.4	.	.	-0.13	2.3	.	-3	5	6
C/C(N)=C(\C#N)C(=O)NCCc1ccccn1	0.4	-5	14	0.74	1.3	-0.1	15	-5	-9
COc1ccc(C(c2sc3nc(C)nn3c2O)N2CCC(O)CC2)cc1OC (stereo not drawn)	0.0	-2	-15	.	0.0	-0.7	14	-3	-5
O=C(CN(CC1CCCO1)C(=O)CCC(=O)Nc1ccccn1)NCC1CCCO1 (stereo not drawn)	-0.4	-4	4	-0.57	0.1	1.1	6	-10	-22
CCN(CC)C(=O)CSc1nnc([C@@H](NC(=O)OC(C)(C)C)C(C)C)o1	0.7	-4	-5	-0.66	-1.5	-0.1	2	-1	-14
O=c1nc(N2CCOCC2)ccn1Cc1ccc(Br)cc1	0.8	-5	1	.	-0.2	-0.4	19	-5	-11
COC(=O)c1ccccc1NC(=O)COc1ccc(S(=O)(=O)N2CCCC2)cc1C	-0.3	2	.	3.2*	0.8	0.4	9	3	-4
CCOC(=O)c1[nH]c(C)c(/C(O)=C2\C(=O)C(=O)N(CCN(C)C)C2c2cccc(OC)c2OC)c1C (stereo not drawn)	-0.2	-11	-2	0.054	-2.0	-0.9	1	5	16
CCC(C)(C(=O)NC1CCCC1)N(C(=O)c1cnccn1)c1c(C)n(C)n(-c2ccccc2)c1=O (stereo not drawn)	-1.1	2	8	-0.072	-1.6	-1.2	2	16	12
CCOC(=O)N1CCN(C(=O)c2nc3ccccc3s2)CC1	-0.1	0	17	.	-1.0	-0.7	-12	18	4
CCOC(=O)c1cnn(CCOC(=O)c2cccs2)c1NC(=O)c1cccs1	0.3	-2	-7	-0.6	-0.9	-0.1	10	7	-4
O=C(CCn1nc(-c2ccc(Cl)cc2)ccc1=O)N1CCN(c2ccccn2)CC1	-0.8	.	.	2.2	1.8	.	-7	2	3
O=C(O)CCCNS(=O)(=O)c1cccs1	-1.1	13	-3	-0.24	20*	-0.9	12	11	7
CCOC(=O)c1ccc(N2C(=O)C3C(C2=O)C(C(=O)c2ccc(Cl)cc2)N2CCCC32)cc1 (stereo not drawn)	0.3	3	-14	0.74	3.8	-0.7	4	-3	1
CC(C)C(NC(=O)c1ccc(S(=O)(=O)N2CCOCC2)cc1)c1nc2ccccc2[nH]1 (stereo not drawn)	1.1	.	.	-0.34	1.1	.	9	-2	-3
Nc1cc(-c2ccccc2)ccc1O	2.1	14	-2	0.48	-3.4	-0.6	0	-2	4
COCC(=O)N(Cc1cc2ccccc2[nH]c1=O)c1ccccc1OC	-0.8	-4	13	0.32	0.3	-0.4	11	-5	6
O=S(=O)(c1cccc2nsnc12)N1CCN(C/C=C/c2ccccc2)CC1	0.0	.	13	.	-0.6	-3.1	.	-7	.
Clc1cc(Br)ccc1OCCOCCN1CCOCC1	-0.9	10	-5	.	-4.5	-2.7	-1	1	-9
CC(=O)Nc1ccc2oc(-c3cc(F)c(F)cc3Cl)nc2c1	0.5	-3	-8	-2.5	-2.7	-0.7	-40	-3	-11
O=C(CC1SC(=Nc2ccccc2)N(CCCO)C1=O)Nc1ccc(Cl)cc1 (stereo not drawn)	0.4	.	.	-0.64	0.9	.	10	0	0
CCN1C(=O)CC(n2c(C)nc3ccccc32)C1=O (stereo not drawn)	1.1	3	-3	-0.71	-2.1	-0.6	12	-2	10
Fc1ccc(C(c2nnnn2C2CCCC2)N2CCN(Cc3ccccc3)CC2)cc1 (stereo not drawn)	0.6	1	-7	-0.052	-0.4	-0.1	10	-5	22
Cc1cc(C(=O)Cn2nnc(-c3ccc(Cl)cc3)n2)c(C)n1CC1CCCO1 (stereo not drawn)	0.0	-4	23	-2.2	-1.8	-0.6	10	7	7
CCCc1nc(Nc2nc3ccccc3o2)nc(C)c1C(=O)OCC	-0.1	3	-54	0.28	-1.0	0.1	-34	-8	-7
CN=C1c2ccccc2CN1c1cccc(C(=O)OC)c1	0.6	0	1	13*	1.4	-1.9	21	3	-5
CCCCCn1c(SCCOCC)nc2c1c(=O)[nH]c(=O)n2C	-0.1	8	1	9.6*	1.2	-1.1	10	7	-3

Rewritten bar-delimited: entries from further up
canonical_smiles | HTR1E agonist | Jurkat viability | S1P1 ag pot | D1 allo mod | 5HT1a ag | S1P3 ag | HEK293 NFkB inh | HTR1E antagonist | 5HT1a antag
CC(=O)Nc1ccc2oc(-c3cc(F)c(F)cc3Cl)nc2c1 | 0.5 | -3 | -8 | -2.5 | -2.7 | -0.7 | -40 | -3 | -11
Fc1ccc(C(c2nnnn2C2CCCC2)N2CCN(Cc3ccccc3)CC2)cc1 (stereo not drawn) | 0.6 | 1 | -7 | -0.052 | -0.4 | -0.1 | 10 | -5 | 22
CC(C)C(NC(=O)c1ccc(S(=O)(=O)N2CCOCC2)cc1)c1nc2ccccc2[nH]1 (stereo not drawn) | 1.1 | . | . | -0.34 | 1.1 | . | 9 | -2 | -3

Compound activity (PubChem)

Compounds were not picked by outcome; 8.3% or so of the library scored in one or more.
